# High-throughput results: PubChem, National Center for Advancing Translational Sciences (NCATS)
# BRCA1 expr act = activators of BRCA1 expression; MCF7-BRCA1-FFLuc reporter, luminescence, 48 h; response scale: scaled: vehicle 0%, 10 µM genistein 100%; Potency, µM (top dose mostly 46.1 µM), without a hit: top-dose activation, actives largely listed as activators; 1.1% of 380,000 active; note: potency is the fitted concentration of half-maximal effect; nearly all actives have a fitted effect of over 80% in size; some results filed as inactive show a strong effect at the top dose
#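 Compounds are tested at multiple concentrations on MCF7 BRCA1-luciferase reporter cells seeded at 2000 per well; after 48 h, a single luminescence end-point is taken and curves fitted to the normalized data.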
# FLuc counter = inhibits or activates purified firefly luciferase, miR-21 counter-screen. purified FLuc, Km substrates, luminescence inhibition. AID 588342. 6.9% of 360,000 active. Potency, µM (titrated, usually from 57.5 µM), for inactives: top-dose activity change, negative = inhibition, usual class: inhibitors;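 note: potency is the fitted concentration of half-maximal effect; plate controls were vehicle for no effect and reference inhibitor for full effect; nearly all actives have a fitted effect of over 55% in size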
# Target sequence (P08659 whole entry, looked up): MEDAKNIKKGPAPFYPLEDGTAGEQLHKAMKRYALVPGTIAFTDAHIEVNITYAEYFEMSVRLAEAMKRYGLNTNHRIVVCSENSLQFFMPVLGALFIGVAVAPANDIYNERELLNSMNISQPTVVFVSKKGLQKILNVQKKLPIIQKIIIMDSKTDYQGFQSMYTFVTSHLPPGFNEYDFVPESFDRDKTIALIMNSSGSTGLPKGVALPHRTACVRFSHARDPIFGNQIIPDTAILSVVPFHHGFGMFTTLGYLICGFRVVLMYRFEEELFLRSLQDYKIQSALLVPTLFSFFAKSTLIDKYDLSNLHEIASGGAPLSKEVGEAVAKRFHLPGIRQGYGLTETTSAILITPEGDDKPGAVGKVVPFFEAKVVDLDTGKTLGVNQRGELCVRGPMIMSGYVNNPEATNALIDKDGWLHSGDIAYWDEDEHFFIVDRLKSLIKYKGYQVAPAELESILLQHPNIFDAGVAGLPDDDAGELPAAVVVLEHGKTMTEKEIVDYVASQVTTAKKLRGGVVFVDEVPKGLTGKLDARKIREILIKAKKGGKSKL
#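 Purified P. pyralis luciferase, 10 nM final, with Km-level 10 uM D-luciferin and 10 uM ATP in 50 mM Tris acetate pH 7.5, 10 mM Mg acetate, 0.01% Tween-20, 0.05% BSA; 6-point qHTS titration about 60 µM downward; luminescence read.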
# VP16 counter = inhibits Gal4-VP16 luciferase reporter, ROR gamma counter-screen | Drosophila S2 Gal4-VP16 UAS-luciferase, luminescence, 20 h | Potency, µM (top dose mostly 53.6 µM), for inactives: top-dose activity, negative = inhibition, usual class: inhibitors | 3.5% of 310,000 active | AID 2546;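 note: Gal4-VP16 expression switched on by copper sulfate through the metallothionein promoter; potency is the fitted concentration of half-maximal effect; % is set by controls: 0 for no effect and ±100 for the full control effect; nearly all actives have a fitted effect of over 50% in size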
# p53 reactivation = mutant p53 re-activation in reporter cells; 0.063% of 320,000 active; H1299 p53-A138V BP100-luciferase reporter, luminescence, 24 h; Potency, µM (highest dose often 92.2 µM), for inactives: at the top dose activity change, positive = activation, actives largely listed as activators; AID 504706; note: potency is the fitted concentration of half-maximal effect; % of control where 0% means no effect; nearly all actives have a fitted effect of over 45% in size
#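 H1299 (p53-null), stable ts p53-A138V + BP100-Luc; 1000 cells/well, Opti-MEM/10% FBS; cpd 4 pt, 1:5; 24 h, 37 deg C, 5% CO2; detection reagent 10 min RT; luminescence.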
# NPC1 prom act = activates the NPC1 promoter; Huh7 NPC1 promoter luciferase reporter, 24 h; AID 485313; 2.4% of 320,000 active; Potency, µM (doses to about 9.22 µM), for inactives: top-dose activation, most hits filed as activators;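 note: potency is the fitted concentration of half-maximal effect; % of control where 0% means no effect; nearly all actives have a fitted effect of over 60% in size; reporter is driven by a mutant NPC1 promoter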
#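 Luciferase expression driven by the NPC1 promoter was measured in stably transfected Huh7 cells after a 24 h compound incubation, using a luciferase reagent and a luminescence read.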
# Rab9 promoter act = activators of Rab9 promoter; Huh7 Rab9 promoter-luciferase reporter, luminescence, 24 h; Potency, µM (series often up to 9.22 µM), inactives show at the top dose activation, negative = inhibition, usual class: activators; 2.8% of 320,000 active; note: potency is the fitted concentration of half-maximal effect; % of control where 0% means no effect; nearly all actives have a fitted effect of over 60% in size
#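 Luminescence from Amplite-detected luciferase (10 minutes, ambient) reports Rab9 promoter activation. Before that, stable Rab9-luciferase Huh7 cells (1500/well, reduced-serum OP-MEM I plus 10% FBS) were exposed to compound for 24 hours at 37C.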
# ELG1 DNA repair = blocks ELG1-dependent DNA repair in HEK293T cells. AID 504467. Potency, µM (doses to about 46.1 µM), inactives show at the highest dose activity change, negative = inhibition, most hits filed as inhibitors. 2.3% of 330,000 active. HEK293T ELG1-luciferase reporter, luminescence, 16 h; DNA damage induced by 5-fluorouridine; note: potency is the fitted concentration of half-maximal effect; % is set by controls: 0 for no effect and ±100 for the full control effect; nearly all actives have a fitted effect of over 55% in size
#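 Step one: seed 2,000 cells per well. Step two: pin-transfer compound or DMSO alongside 5-fluorouridine. Step three: incubate 16 hr, 37 °C, 5% CO2. Step four: add ONE-Glo, wait 30 min, read luminescence.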
# TRPV1 ag = activates the human vanilloid receptor TRPV1; Q8NER1; TRPV1-expressing cells, Fluo-8 calcium influx, agonist mode; activation, % at 8.33 µM; 0.19% of 320,000 active; in the data active = activation above about 80%; inconclusive = between about 30% and that limit; note: 0% is about no effect
#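 Fluo-8 calcium influx in TRPV1-expressing cells, kinetic read (ex 480/em 520 nm). Compound added and read 3 min for agonist activity, followed by capsaicin at EC20 final and 2 min further read for enhancement.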
# RORg inh = inhibitors of mouse ROR gamma transcriptional activity | P51450 | Drosophila S2 Gal4-RORgamma UAS-luciferase reporter, 20 h | Potency, µM (highest dose often 53.6 µM), inactives show at the top dose activity change, negative = inhibition, hits mostly inhibitors | 5.4% of 310,000 active | AID 2551; note: potency is the fitted concentration of half-maximal effect; % is set by controls: 0 for no effect and ±100 for the full control effect; nearly all actives have a fitted effect of over 60% in size
#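 ROR gamma transcriptional activity was tracked as Gal4-UAS luciferase output in stably transfected Drosophila Schneider cells, with compound added 1 hr before 700 uM copper sulfate induction and a 20 hr ambient-temperature incubation.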
# Tb PFK block = T. brucei PFK enzyme inhibition; AID 485367; Potency, µM (highest dose often 57.5 µM), for inactives: top-dose activity, negative = inhibition, most hits filed as inhibitors; O15648; 0.17% of 330,000 active; T. brucei PFK, ADP-Glo luminescence;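 note: potency is the fitted concentration of half-maximal effect; 0% = uninhibited 1x PFK enzyme wells and -100% = no-enzyme wells; nearly all actives have a fitted effect of over 60% in size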
# Target sequence (O15648 whole entry, looked up): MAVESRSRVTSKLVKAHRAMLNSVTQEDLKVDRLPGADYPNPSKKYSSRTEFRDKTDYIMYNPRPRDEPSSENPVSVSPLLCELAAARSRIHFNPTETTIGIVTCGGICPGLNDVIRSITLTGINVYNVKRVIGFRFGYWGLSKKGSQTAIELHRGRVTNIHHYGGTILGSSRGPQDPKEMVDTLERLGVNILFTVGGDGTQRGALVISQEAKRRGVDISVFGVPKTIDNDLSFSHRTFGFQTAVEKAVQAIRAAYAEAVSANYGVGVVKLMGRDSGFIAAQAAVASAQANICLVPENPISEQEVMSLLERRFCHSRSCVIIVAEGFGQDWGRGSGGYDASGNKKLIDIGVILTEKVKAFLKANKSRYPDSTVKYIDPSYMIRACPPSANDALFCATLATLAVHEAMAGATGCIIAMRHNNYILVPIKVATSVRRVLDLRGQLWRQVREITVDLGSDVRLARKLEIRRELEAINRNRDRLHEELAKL
#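 Activity is normalized to no-enzyme wells (full inhibition) and 1.25 nM enzyme wells (no inhibition). Reaction: 0.5 mM F6P, 0.1 mM ATP, 45 min RT, ADP-Glo luminescence; concentration-response curves fitted and classed by quality.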
# ELG1 genotox = inducers of genotoxicity in HEK293T ELG1-luciferase cells; Potency, µM (top dose mostly 46 µM), without a hit: at the highest dose activity change, positive = activation, most hits filed as activators; 1.3% of 330,000 active; AID 504466; HEK293T ELG1-luciferase reporter, luminescence, 16 h; note: potency is the fitted concentration of half-maximal effect; % of control where 0% means no effect; nearly all actives have a fitted effect of over 60% in size
#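 Cells (2,000/well) expressing the ELG1-luciferase fusion are dosed by pin tool and kept 16 hr at 37 °C, 5% CO2. Signal comes from ONE-Glo luciferase reagent after 30 min at room temperature.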
# * marks the source's active call; other numbers are inactive results; ? = inconclusive; . = not tested or not shown; & = joins results of further samples; [ ] = another dose, or the depositor's remark. Unless noted, calls come from the whole dose curve; as a rule, active = well fitted curve in the direction sought with a large enough effect; inconclusive = small, poorly fitted or top-dose-only effect, or another doubt; inactive = no such curve, though single readings can be large; an effect the other way counts as inactive or inconclusive. The order is random; any-hit rate near 15%.
item	SMILES	BRCA1 expr act	FLuc counter	VP16 counter	p53 reactivation	NPC1 prom act	Rab9 promoter act	ELG1 DNA repair	TRPV1 ag	RORg inh	Tb PFK block	ELG1 genotox
1	Cc1ccc(C(=O)CCC(=O)OCC(=O)NNC(=O)c2ccc([N+](=O)[O-])cc2)cc1	-15%	-17%	.	6%	2%	1%	2%	-2	.	-2%	2%
2	CCc1ccc(NC(=O)COC(=O)/C(=C/c2ccccc2OC)c2ccccc2)cc1	15%	0%	4%	10%	-3%	-4%	-17%	10	24%	0%	0%
3	CCCCCN(C(=O)CCCSc1nncs1)c1c(N)n(CCCC)c(=O)[nH]c1=O	-1%	-2%	8%	1%	-8%	1%	6%	0	-1%	-8%	1%
4	COc1ccc(Br)cc1C(=O)NC(=S)Nc1c(C)n(C)n(-c2ccccc2)c1=O	-11%	2%	-11%	15%	-5%	2%	-6%	-4	11%	-1%	-2%
5	Cc1ccc(C(=O)N/C(=C/c2ccco2)C(=O)N2CCOCC2)cc1	-10%	-1%	1%	-1%	0%	-1%	9%	0	40%	0%	5%
6	CC(C)C(OC(=O)/C=C/c1ccc2c(c1)OCO2)C(=O)NC(N)=O (centres undefined)	0%	1%	10%	-1%	1%	1%	-2%	?	9%	3%	-5%
7	CCOC(=O)c1cnn(-c2ccccc2)c1-c1ccccc1	-31%	3%	-1%	-9%	0%	-5%	2%	30	0%	2%	-2%
8	N=C1/C(=C\c2ccc(OC(=O)c3ccco3)cc2)C(=O)N=C2SC=NN12	1%	15µM*	3%	4%	-2%	1%	-9%	1	-16%	0%	-2%
9	Cc1cccc(-n2ncc3c(N4CCOCC4)ncnc32)c1	-68%	0.54µM*	-2%	7%	0.35µM*	0.35µM*	?	0	-16%	-15%	?
10	O=C(c1ccc(Cl)nc1)N1CCc2ccccc2C1	0%	-2%	3%	0%	1%	1%	-2%	-4	6%	3%	2%
11	CN(C)S(=O)(=O)c1cccc(NC(=O)CCc2nc3sc4c(c3c(=O)[nH]2)CCCC4)c1	9%	?	.	1%	-3%	-1%	11µM*	2	.	-2%	-6%
12	CCC(CC)NC(=O)c1cccc(Oc2ccccc2)c1	17%	-3%	7%	1%	-2%	-9%	-21%	?	22%	-1%	-6%
13	CC(C)Cn1c(SCC(=O)Nc2cccc(S(N)(=O)=O)c2)nc2ccccc2c1=O	-38%	-5%	-9%	-5%	-7%	-4%	16µM*	?	10µM*	-3%	-2%
14	CCCCSc1nn[nH]n1	-3%	4%	-9%	-1%	18%	4%	-4%	0	-7%	-1%	-1%
15	O=C(Nc1ccc(CN2CCOCC2)cc1)c1cccc(-c2cc3ccccc3oc2=O)c1	0%	?	-1%	11%	5%	-1%	?	4	4%	-5%	-6%
16	O=C(CN1N=C(c2ccccc2)CCC1=O)NCc1ccccc1	1%	7%	6%[10 µM]	0%	-1%	-11%	9%	18	?	-8%	-8%
17	CCCOC(=O)CN1C(=O)c2ccccc2C1=O	3%	-4%	-10%	4%	0%	-10%	9%	3	-36%	0%	-4%
18	CSc1sc(C(=O)NNC(C)=O)c2c1C=CCC2	-10%	6%	3%	0%	4%	2%	7%	-3	2%	-5%	1%
19	Cc1sc2ncnc(OCc3nnc(-c4cccs4)o3)c2c1C	-14%	-9%	-2%[10 µM]	0%	-1%	-8%	-2%	3	20%	2%	1%
20	O=C1N=C(N2CCOCC2)S/C1=C1\C(=O)N(Cc2ccccc2)c2ccc(Br)cc21	.	?	10%	6%	11%	15%	1%	1	18%	2%	12%
21	O=C(Oc1nsnc1N1CCOCC1)c1ccccc1	2%	0%	-12%	2%	-1%	-1%	?	-5	-7%	1%	-10%
22	N#Cc1ccccc1NC(=O)CSc1n[nH]c(-c2ccco2)n1	-9%	0%	-30%	-2%	-2%	4%	2%	-1	?	-5%	-1%
23	CCOC(=O)c1c(C)n(CC(O)CN(CC)CC)c2cc(Br)c(OC)cc12 (centres undefined)	-6%	-2%	-4%	7%	0%	9%	?	5	-24%	0%	10%
24	CCOc1ccccc1N(C(=O)c1snc(C(N)=O)c1N)C(CC)C(=O)NC1CCCC1 (centres undefined)	-20%	0%	-5%	-3%	-8%	-1%	7%	14	19%	-1%	-1%
25	COc1ccc2oc3cc(C)[n+]([O-])c(-c4ccc(Cl)cc4)c3c2c1	-51%	-1%	2%	-10%	-8%	9%	?	15	-4%	-3%	2%
26	Cc1cc(C)c2nc(C(F)(F)F)nc(NCCCN3CCOCC3)c2c1	-50%	-3%	-11%	-2%	-5%	-3%	-2%	5	-5%	-1%	0%
27	O=C1c2ccccc2C(=O)N1OCCOCCOCCON1C(=O)c2ccccc2C1=O	42%	-1%	11%	4%	-3%	0%	-2%	-1	-27%	-2%	1%
28	CCN1C(=O)/C(=C\N2CCN(c3cccc(Cl)c3)CC2)SC1=S	2%	6%	-2%	1%	1%	-5%	?	1	5%[10 µM]	2%	0%
29	Cc1ccc(-c2nc3ncccn3c2NC2CCCCC2)o1	-28%	-2%	25%	0%	-1%	-7%	-27%	12	3%	-5%	-6%
30	O=c1cc(CSc2nnc(COc3ccccc3Cl)o2)nc2sccn12	15%	-15%	12%	0%	-1%	0%	8%	1	?	?	0%
31	CCCCC(CC)C(=O)Nc1ccc(C#N)cc1 (centres undefined)	-1%	-1%	-5%	11%	-2%	-4%	6%	29	11%	0%	-4%
32	CCCN(CC(=O)Nc1ccccc1C)C(=O)c1cccc(S(=O)(=O)N2CCc3ccccc3C2)c1	-31%	3%	-3%	-16%	7%	-2%	-18%	1	40%	2%	-23%
33	NC(=O)C1CCN(c2nc3ccccc3nc2NS(=O)(=O)c2ccc(Br)cc2)CC1	-24%	.	.	-3%	.	.	12%	.	.	-5%	-1%
34	COc1ccccc1NC(=O)c1ccccc1N(Cc1ccccc1)S(C)(=O)=O	0%	0%	-11%	6%	-6%	8%	-7%	3	-11%	-4%	2%
35	O=C1N/C(=N\N=C\c2cccs2)SC1Cc1cccc(Cl)c1 (centres undefined)	-77%	-4%	0.71µM*	-4%	-17%	-10%	-8%	1	0.5µM*	7%	0%
36	CC(C)(C)c1ccc(CNC(=O)C2CCCN2C(=O)Nc2ccccc2)cc1 (centres undefined)	-18%	1%	-9%	-2%	-1%	0%	-7%	12	-14%	-8%	-8%
37	O=C(C(=S)N1CCOCC1)c1c[nH]c2ccccc12	-8%	-16%	2%	13%	1%	0%	12%	0	9%	?	1%
38	COc1cc(N=Nc2ccccc2C(=O)O)ccc1O	-41%	?	?	?	0%	-10%	?	3	-41%	-14%	1%
39	COc1ccc2nc(SCC(=O)Nc3ccc4[nH]c(=O)[nH]c4c3)[nH]c2c1	-28%	15µM*	.	-5%	1%	-2%	5%	0	.	-21%	-2%
40	CSCC[C@H](NC(=O)C1CCN(S(=O)(=O)c2ccc(C)cc2C)CC1)c1nc2ccccc2[nH]1	-49%	.	.	0%	.	.	?	.	.	1%	-5%
41	O=C(CSC1=NNC(c2ccccn2)S1)Nc1cccc(Cl)c1 (centres undefined)	-32%	-6%	13µM*	14%	-3%	-3%	-17%	4	3.5µM*	-17%	-3%
42	Cc1cccc2sc(N(CCCN(C)C)C(=O)c3ccc(Cl)s3)nc12	-24%	-7%&-3%	?	4%	-4%	7%	16%	3	?	-2%	-4%
43	Cc1ccc(NC(=O)Cn2ccc([N+](=O)[O-])n2)cc1C	5%	-5%	21%	2%	0%	-1%	-3%	-1	9%	0%	0%
44	CC(=O)N1CCN(C(=O)c2cc(S(=O)(=O)N3CCN(c4ccccc4)CC3)ccc2Cl)CC1	-7%	0%	.	0%	-1%	-13%	0%	0	.	1%	-4%
45	O=C(COC(=O)C1CCCN1C(=O)c1cccs1)Nc1ccc2c(c1)OCO2 (centres undefined)	-1%	-15%	-14%	24%	-7%	-1%	0%	-4	13%	-3%	5%
46	COc1ccccc1-c1cc(C(F)(F)F)nc(S(=O)(=O)CCCC(=O)NCc2ccc(F)cc2)n1	-88%[inhibitor]	-1%	?	-20%	-4%	-4%	?	8	8.9µM*	-12%	?
47	O=C(NCC1CCCN(C(=O)c2cc(Cl)ccc2F)C1)c1ccc(F)cc1 (centres undefined)	4%	4%	-15%	12%	-2%	13%	5%	11	3%	3%	-3%
48	CN(C)C(CNC(=O)c1cccc(S(=O)(=O)N(C)C)c1)c1ccccc1 (centres undefined)	7%	-2%	16%	4%	13%	6%	10%	-4	-43%	-5%	7%
